# INS-1E GSIS act: primary screen for activators of insulin secretion dependent on glucose, INS-1E cells, GLuc reporter luminescence. INS-1E GLuc reporter insulin secretion, 2-3 h. AID 743287. 370,000 compounds, 0.61% hits. activation, % at 16.6 µM;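 active means lowest replicate activation of at least 40%, so every replicate reaches that level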;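 further: 0% = median of neutral control wells and 100% = median of IBMX positive control wells; some compounds called inactive have numbers as strong as hits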
# Xi reactivation: X-chromosome reactivation activator; XiGFP mouse fibroblasts, % GFP-positive cells imaging, 3 d; cells co-treated with 5-aza-dC sensitizer; scaled so ellipticine positive control = 100%; activation, % at 7.58 µM; 360,000 compounds, 0.055% hits; AID 743238;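 active means mean normalized replicate activation at least 10% and every replicate at or above 10%; inconclusive means only one of the two criteria met; inactive means mean below 10% and not all replicates reach 10%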;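 further: 0% = median of on-plate neutral control wells and 100% = ellipticine 6 µM median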
#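 material = 68-5-11 XiGFP fibroblast line | medium = DMEM plus 5-aza-dC sensitizer | schedule = 3 days compound exposure | benchmarks = positive control ellipticine, 6 µM final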
# ERp5 block: inhibitors of human ERp5; ERp5 insulin aggregation, absorbance 650 nm, 90 min; 350,000 compounds, 0.05% hits; Q15084; AID 651711; inhibition, % at 9.99 µM;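 active means mean replicate inhibition above about 25%, with every replicate also reaching it, limit read from the data, passing the limit was not always enough; inconclusive means only one of those two criteria met; inactive means neither criterion met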
# Target sequence (Q15084 whole entry, looked up): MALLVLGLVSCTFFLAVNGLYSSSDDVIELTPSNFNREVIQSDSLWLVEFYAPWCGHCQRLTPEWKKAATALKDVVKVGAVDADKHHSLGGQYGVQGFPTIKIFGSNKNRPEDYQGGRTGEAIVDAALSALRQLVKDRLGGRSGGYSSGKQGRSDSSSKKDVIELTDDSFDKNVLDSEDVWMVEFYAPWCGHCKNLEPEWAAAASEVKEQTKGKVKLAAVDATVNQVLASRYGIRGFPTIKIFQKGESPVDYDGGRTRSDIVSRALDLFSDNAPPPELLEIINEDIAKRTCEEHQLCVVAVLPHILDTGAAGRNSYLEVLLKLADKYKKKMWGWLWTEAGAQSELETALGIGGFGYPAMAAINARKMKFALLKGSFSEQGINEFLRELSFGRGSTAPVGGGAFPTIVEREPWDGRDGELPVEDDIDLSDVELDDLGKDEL
# EWS-Fli block: inhibitors of EWS/Fli oncoprotein transcriptional activity; A673 NR0B1-luciferase reporter, viability-normalised; inhibition, % at 12.6 µM; 350,000 compounds, 0.67% hits;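 active means mean inhibition of at least 50% after viability correction, with every replicate also passing that limit; inconclusive means mean reaches 50% but only one of two replicates passes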;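 further: firefly luciferase signal divided by Alamar Blue viability fluorescence both relative to DMSO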
# PAX8 reporter: PAX8 transcriptional activity inhibition; RMG-I TPO-luciferase reporter, SteadyGlo, 24 h; inhibition, % at 12.6 µM; 360,000 compounds, 1.2% hits;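 active means mean replicate inhibition at least 60% with every replicate also reaching 60%; inconclusive means only one of the two criteria is met; inactive means mean below 60% and not all replicates reaching 60%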;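 further: luciferase light reporting Pax8 driven TPO promoter activity; plate controls were median of neutral control wells for no effect and mitoxantrone controls for full effect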
# DENV2 CPE rescue: protects cells from dengue virus 2 cytopathic effect; DENV2-infected cells, cytopathic effect rescue, plate reader; CPE inhibition, % at 9.99 µM; 350,000 compounds, 1.7% hits; AID 651640; in the data active means CPE inhibition above about 20%, passing the limit was not always enough; inconclusive means no clear call, values can overlap the other calls; tested in BHK-21 cells;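 further: 0% = median of neutral control wells and 100% = median of positive control wells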
# CFTR F508del cor: CFTR F508del correction in bronchial cells | CFBE cells, YFP halide quenching; stimulated with forskolin plus potentiator P3; % fluorescence drop versus neutral controls | activity (quench increase), % at 7.58 µM | 350,000 compounds, 0.36% hits | AID 720511;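 active means mean added fluorescence quench of at least 8% versus neutral control, with both replicates also reaching 8%; inconclusive means only one of the mean or replicate conditions met; inactive means mean below 8% and not both replicates reaching 8%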;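 further: cells transiently co-express mutant CFTR-F508del with the halide-sensitive YFP; corrector assay measuring rescue of mutant channel to the surface after 24 h compound exposure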
# ARNT TACC3 PPI: disruptors of human ARNT/TACC3 interaction. 390,000 compounds, 0.66% hits. AID 623870. inhibition, % at 9.99 µM. AlphaScreen His-ARNT PAS-B/GST-TACC3 binding, luminescence; TACC3 fragment carries E629A point mutation;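 active means mean inhibition of replicates at least 50% and at least half of replicates each reaching 50%; inconclusive means half or more replicates reach 50% but mean below 50%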;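 further: 0% = complete ARNT plus TACC3 wells and 100% = ARNT alone without TACC3; many hits fall short of the cut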
# * hit, by the source's call; ? = inconclusive; . = no result given.
Molecule,INS-1E GSIS act,Xi reactivation,ERp5 block,EWS-Fli block,PAX8 reporter,DENV2 CPE rescue,CFTR F508del cor,ARNT TACC3 PPI
O=C(C[C@@H]1CC[C@@H](NC(=O)C2CCC2)[C@H](CO)O1)NC1CCCCC1,-2.6,0.4,0.2,-0.9,.,9.3,0.6,-1.8
CC1CCc2sc(C(=O)NNC(=S)NCC3CCCO3)cc2C1 (stereo not drawn),16.2,0.0,0.0,.,.,0.0,-0.8,4.5
CSc1ccccc1OCc1cc(C(=O)NC(C)Cc2cccc(C)n2)no1 (stereo not drawn),-17.2,0.1,3.0,-25.6,-65.5,-2.6,-1.7,-6.3
O=C(COC(=O)c1ccc(Cl)nc1)NC(=O)c1ccccc1,-4.3,-0.1,4.0,5.3,-12.0,-6.3,0.2,1.8
O=C1C(=O)N(CCCN2CCOCC2)C(c2ccc([N+](=O)[O-])cc2)/C1=C(/O)c1ccc2c(c1)OCO2 (stereo not drawn),16.6,0.0,4.3,.,-13.6,-9.4,1.0,-9.8
O=C(Nc1ccccc1F)N1CC2(C1)[C@@H](c1ccccc1)[C@@H](CO)N2C(=O)CC1CC1,-6.2,0.0,-0.3,-5.8,3.2,-14.5,-0.7,.
COc1ccc(CNC(=O)C(NC(C)=O)C(=O)Nc2ccc(C(C)C)cc2)cc1 (stereo not drawn),-16.7,0.1,3.5,8.0,3.3,4.0,.,.
C/C(=N/NC(=O)Cc1c(C)[nH][nH]c1=O)c1ccc(O)cc1,14.6,0.1,-1.1,18.4,12.5,1.5,.,.
OC(c1ccccn1)C(O)c1ccccn1 (stereo not drawn),5.5,0.3,-3.3,-4.0,13.7,7.4,0.3,-7.6
O=C(COc1cc(O)c2c(=O)c3ccccc3oc2c1)OCc1ccccc1,14.6,-0.2,4.1,-2.0,-22.2,3.3,-2.1,-24.3
C[C@@H]1CN([C@@H](C)CO)C(=O)c2c(c3ccccc3n2C)-c2ccccc2CO[C@H]1CN(C)S(=O)(=O)c1ccc(Cl)cc1,2.1,-0.6,4.8,9.2,.,9.8,2.0,-0.8
COC(=O)C1CCN(C(=O)C2CCN(C(=O)[C@@H](NS(=O)(=O)c3ccc(C)cc3)C(C)C)CC2)CC1,1.2,.,3.6,-2.2,.,-5.5,2.5,.
COc1ccc(-c2nn(-c3ccccc3)cc2C(=O)O)cc1OC,-1.3,.,-1.8,-2.3,.,4.8,1.3,-10.1
Cc1cc(-c2n[nH]c(=S)n2Cc2ccco2)nn1C,.,0.1,-0.5,6.8,0.6,-10.9,.,1.6
Cc1ccc(-n2nnc3c(=O)n(CC(=O)OCc4ccccc4)cnc32)cc1,4.9,0.0,9.0,-2.3,2.9,-1.4,-0.5,.
COc1ccccc1NC(=O)C1CCCN1S(=O)(=O)c1ccc(Cl)cc1 (stereo not drawn),6.0,0.4,1.4,-4.2,11.5,8.6,3.7,.
COc1ccc(OC)c(-c2cc(C(=O)Nc3cccc(Cl)c3)no2)c1,10.0,.,0.6,1.9,.,3.5,-1.0,-5.1
COc1ccc(/C=N/n2cnc3scc(-c4cccs4)c3c2=O)cc1OC,-1.3,0.4,.,.,8.9,.,.,-9.1
CO[C@H](CN(C)C(=O)c1ccccc1F)[C@@H](C)CN([C@@H](C)CO)S(=O)(=O)c1ccc(Cl)cc1,-7.4,0.0,5.4,-3.1,.,10.9,6.1,2.2
CN(C)c1ccc(/C=N/NC(=O)C2COc3ccccc3O2)o1 (stereo not drawn),-14.4,0.1,-0.4,-8.2,6.7,-3.3,.,-1.6
Cc1ccc(S(=O)(=O)N2CCc3cc4c(cc3C2C)OCCCO4)cc1 (stereo not drawn),-15.8,0.0,-2.3,-14.3,-31.3,-1.3,-1.3,3.5
NC(=O)c1ccc(NC(=O)COC(=O)CCN2C(=O)c3ccccc3C2=O)cc1,.,0.1,-0.6,3.5,-6.4,1.0,-0.2,-24.3
O=C(C[C@@H]1CC[C@@H](NS(=O)(=O)c2ccc(F)cc2)[C@H](CO)O1)NCCN1CCCCC1,-13.6,0.2,-11.8,-2.6,-0.9,-1.1,1.5,.
O=C1NCC(c2ccccc2)C1C(=O)N/N=C/c1ccc(Cl)s1 (stereo not drawn),-7.7,0.0,-1.3,-8.1,13.6,-6.0,.,4.4
CCCCOC(=O)CCc1c(C)n[nH]c1C,-9.0,-0.1,-0.1,-4.3,-2.0,-0.6,1.2,0.7
Cn1c(CNC(=O)c2ccccc2F)nnc1SCC(=O)c1ccccc1,13.1,0.0,-3.0,.,-18.4,?,-1.9,-3.8
CC1=NC(=O)C(N=Nc2cccc(C(=O)O)c2)N1c1ccccc1 (stereo not drawn),.,.,-1.4,63.7*,.,10.5,0.2,10.2
Nc1cc(=O)[nH]n1C1CCCC1,2.1,0.0,5.3,-4.1,14.4,0.1,-1.1,-5.1
COc1cc(C2CC(=O)Oc3c2c(=O)n(C)c2ccccc32)cc(OC)c1OC (stereo not drawn),32.9,-0.1,4.8,3.9,-19.4,-0.6,1.5,-3.8
CCCCc1c(O)nc2ccccn2c1=O,9.3,0.2,-1.1,-9.1,6.6,-5.8,-1.2,1.8
CC(NCCCOc1cccc2ccccc12)c1ccccc1 (stereo not drawn),20.1,0.0,9.5,32.0,7.0,-15.7,-7.2,-1.4
CO[C@H]1CN(C)C(=O)c2cc(NC(=O)C3CCCCC3)ccc2OC[C@@H](C)N(C(=O)c2ccccc2)C[C@@H]1C,-3.7,-0.2,-7.4,8.5,-18.5,-2.8,-2.4,4.1
O=C1NC[C@@H](Cc2ccc(O)cc2)N(CC2CCCCC2)C1=O,9.8,0.1,4.0,-16.2,4.7,9.9,2.0,-7.7
CCC(=O)N1C[C@@H](C)[C@@H](OC)CN(C)C(=O)c2ccc(NC(=O)C3CCCCC3)cc2OC[C@@H]1C,-7.8,0.6,3.9,8.2,-13.2,-0.2,.,0.3
Cc1oc(-c2ccccc2)cc1C(=O)NC1CCN(Cc2ccccc2)CC1,-9.0,0.0,-0.6,24.0,-3.9,?,-2.8,.
Cc1noc(C)c1NC(=O)N(C)C[C@H]1Oc2c(NC(=O)Nc3ccc(C(F)(F)F)cc3)cccc2C(=O)N([C@@H](C)CO)C[C@@H]1C,-2.6,0.1,-2.1,-4.1,.,26.7*,2.2,1.3
CCN1C(Nc2ccccc2)=NC[C@@H]1Cc1ccccc1,9.9,0.0,1.0,3.7,-4.6,-2.9,0.1,2.5
Cc1cccc2nc(CSc3nc4[nH]ncc4c(=O)n3-c3cccc(Cl)c3)cc(=O)n12,-33.3,0.1,.,.,0.9,.,.,2.0
Cc1ccc(S(=O)(=O)NCc2ccccc2)cc1C(=O)N(C)Cc1ccc(F)cc1,24.1,0.0,-2.2,.,17.9,0.3,3.4,3.3
O=C(O)[C@H](CSCc1ccccc1)NS(=O)(=O)c1ccc(F)cc1,.,0.0,1.2,-2.7,-14.2,-3.1,.,0.6
O=C(N[C@H]1C=C[C@@H](CC(=O)N2CCc3ccccc3C2)O[C@@H]1CO)C1CCC1,0.7,0.7,4.2,3.3,10.6,7.7,0.8,44.4
CCCn1c(C)nnc1SCC(=O)NC1CCCCC1,12.7,0.1,8.1,0.6,6.1,-1.6,1.1,-17.2
O=C(O)C(Nc1nc(C(F)(F)F)nc2ccccc12)c1ccccc1 (stereo not drawn),0.0,0.2,3.9,1.4,-1.3,4.8,-3.0,-40.1
CC(C)c1cn(CC[C@H]2CC[C@@H](NS(=O)(=O)c3ccc(Cl)cc3)[C@@H](CO)O2)nn1,3.3,0.0,1.3,4.8,1.9,4.5,-1.4,.
CN(C)c1ccc(CNCC2CCCO2)cc1 (stereo not drawn),5.7,0.0,-2.1,7.2,-11.7,-3.7,0.2,6.7
CC(=O)Nc1ccc(NC(=O)CSc2ncnc3c2cnn3Cc2ccccc2)cc1,-20.8,-0.1,-0.2,2.7,2.1,3.0,-0.9,.
O=C(NCCCNC(=O)c1cnccn1)c1cccc(F)c1,18.7,0.1,1.8,0.2,0.6,-5.0,-4.6,-7.8
Cc1noc(C)c1S(=O)(=O)N(C)C[C@H]1OCCCC[C@@H](C)Oc2ccc(NC(=O)Nc3ccccc3)cc2C(=O)N([C@@H](C)CO)C[C@@H]1C,-1.2,0.1,2.4,5.8,18.1,12.5,-1.0,6.5
O=C(NC1CCCCC1)N1CC(=O)N2[C@H](CO)[C@H](c3ccc(-c4cccnc4)cc3)[C@@H]2C1,5.8,0.1,-1.2,3.2,.,-1.9,1.7,.
Cc1cccc(-c2ccc([C@@H]3[C@H](CO)N4CCCCN(S(=O)(=O)c5ccccc5C)C[C@@H]34)cc2)c1,-7.4,-0.1,-5.3,48.9,-12.5,-13.7,-2.8,-4.3
COc1cccc(-c2c(NC(=O)c3ccco3)oc3ccccc3c2=O)c1,.,.,-2.1,-1.3,.,-0.7,-1.0,9.0
C[C@H](O)C#Cc1ccc2c(c1)O[C@H](CN(C)C(=O)CC1CC1)[C@H](C)CN([C@H](C)CO)S2(=O)=O,14.3,-0.4,-4.5,-0.3,.,0.7,-0.9,-4.3
COc1ccccc1C(=O)NCCC(=O)Nc1ccc(S(=O)(=O)N2CCCC(C)C2)cc1 (stereo not drawn),-14.0,0.4,7.7,8.2,-2.9,-8.9,2.9,-5.7
COc1ccc(CN(C)C(=O)C(CCSC)NS(=O)(=O)c2ccc3c(c2)OCCO3)c(OC)c1OC (stereo not drawn),3.6,0.3,-11.4,-5.8,6.5,7.0,-0.3,1.6
CCOC(=O)C1CCN(CC(=O)Nc2cc(S(=O)(=O)N3CCOCC3)ccc2C)CC1,23.6,-0.1,5.9,-2.9,-12.8,-5.7,1.9,.
C[C@H](CO)N1C[C@H](C)[C@H](CN(C)Cc2ccc(C(F)(F)F)cc2)OCc2cnnn2CCCC1=O,-15.6,-0.3,2.8,10.2,.,-1.3,1.8,-8.2
Cc1ccc(NC(=O)/C(Cl)=C/c2ccccc2)cc1C,-28.4,0.0,.,.,-140.7,.,.,1.7
O=C(O)COc1ccccc1/C=N/NC(=O)CSc1nnc(SCc2cccc3ccccc23)s1,22.9,-0.2,-5.9,5.6,-2.6,0.2,0.7,0.2
Cc1ccc(NC(=O)COc2ccccc2C(N)=O)cc1S(=O)(=O)N1CCCCCC1,-18.8,0.0,0.9,26.1,25.6,-7.9,1.2,7.5
COc1ccc2c(c1)oc1c(SCc3nc4ccccc4[nH]3)nc(C)nc12,1.1,0.0,0.1,-60.9,-63.8,-9.4,-0.8,-3.3
CC[C@@]1(C(=O)OC)N[C@H](CN(C)C(=O)C2CCCCC2)[C@@H]2C(=O)N(C)C(=O)[C@@H]21,8.9,0.1,2.9,-2.7,8.3,?,-1.7,-5.0
CO[C@H]1CN(C)C(=O)c2ccc(NC(=O)NC(C)C)cc2OC[C@@H](C)N(Cc2ccccc2)C[C@H]1C,-1.2,1.0,-2.2,7.2,.,7.3,-0.6,-2.9
CCCCN1C(=O)c2ccc(C(=O)NCc3ccco3)cc2C1=O,7.7,0.1,0.7,.,14.7,7.8,2.0,-4.2
